Rad51 HR inh: blocks human Rad51 in homologous recombination; hRad51 DNA strand exchange, fluorescence dequenching; inhibition, % at 10 µM; 200,000 tested, 0.085% active;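 active = inhibition above 40% at the single screening dose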;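 also: 0% = DMSO control wells and 100% = blanks with heterologous ssDNA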
Target sequence (Q06609 whole entry, looked up): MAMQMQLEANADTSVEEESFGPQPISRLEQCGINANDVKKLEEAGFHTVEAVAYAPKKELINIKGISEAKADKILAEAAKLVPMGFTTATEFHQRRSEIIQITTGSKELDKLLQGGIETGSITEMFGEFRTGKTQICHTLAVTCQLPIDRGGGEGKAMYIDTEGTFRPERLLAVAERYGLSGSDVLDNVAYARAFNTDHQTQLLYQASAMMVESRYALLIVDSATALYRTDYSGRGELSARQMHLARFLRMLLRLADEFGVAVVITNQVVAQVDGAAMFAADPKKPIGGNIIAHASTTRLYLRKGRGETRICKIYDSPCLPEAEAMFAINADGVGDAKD
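material = hRad51 filaments on single-stranded DNA | timing = filaments 15 min 37 °C, then compound 30 min | signal = FRET fluorescence dequenching, excitation 485 nm, emission 520 nm | benchmarks = control wells and blank wells on each plate | evaluation = percent inhibition relative to plate controls and blanks | compound = 10 µM final, single point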
KCC2 mod: modulators of human KCC2 chloride dependent transport; 190,000 tested, 2.2% active; B-score of Tl+ flux slope (higher = more flux/activation; lower = inhibition) at 10 µM; KCC2 cells, thallium flux FluoZin-2 fluorescence; AID 1456;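 active = thallium flux slope and its plate-corrected score both differing from the plate sample mean at a set confidence after two filtering rounds, in either direction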;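 also: slope of fluorescence scaled to starting intensity during 10 to 20 s after thallium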
hK5 inh: inhibitors of human kallikrein 5; Q9Y337; 210,000 tested, 0.59% active; inhibition, % at 5 µM; recombinant hK5, fluorogenic AMC substrate cleavage;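 active = inhibition of 40% or more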;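 also: 0% = enzyme controls without compound and 100% = no-enzyme blanks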
FXIIa inh: blocks human coagulation factor XIIa protease activity; P00748; purified FXIIa, Boc-QGR-AMC fluorogenic substrate, 2 h; inhibition, % at 5 µM; 220,000 tested, 0.3% active; AID 800; in the data active = inhibition above about 40%;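 also: 0% = enzyme with no compound and 100% = blank without enzyme; many of its hits are not listed in these tables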
Target sequence (P00748 20-372 limits assumed): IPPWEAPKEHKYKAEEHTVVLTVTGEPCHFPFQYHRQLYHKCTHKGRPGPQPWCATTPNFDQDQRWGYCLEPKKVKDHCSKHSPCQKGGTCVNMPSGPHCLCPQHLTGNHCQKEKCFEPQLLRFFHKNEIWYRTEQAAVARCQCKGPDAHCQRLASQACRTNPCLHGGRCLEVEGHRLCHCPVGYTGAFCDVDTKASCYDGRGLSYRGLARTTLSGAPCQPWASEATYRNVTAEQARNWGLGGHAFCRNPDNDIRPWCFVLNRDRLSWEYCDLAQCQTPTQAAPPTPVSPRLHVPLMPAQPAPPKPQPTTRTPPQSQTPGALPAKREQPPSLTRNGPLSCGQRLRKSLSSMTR
Target sequence (P00748 373-615 limits assumed): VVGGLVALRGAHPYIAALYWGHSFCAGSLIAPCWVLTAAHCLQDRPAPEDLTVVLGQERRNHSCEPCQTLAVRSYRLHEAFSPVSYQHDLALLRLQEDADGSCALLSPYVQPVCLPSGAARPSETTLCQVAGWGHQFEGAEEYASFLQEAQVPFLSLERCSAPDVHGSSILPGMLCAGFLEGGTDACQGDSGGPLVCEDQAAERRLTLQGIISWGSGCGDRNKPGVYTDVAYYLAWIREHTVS
PERK inhibitor: blocks human PERK kinase. Q9NZJ5. CHO PERK-DD fusion, SEAP luminescence translation reporter. inhibition, % at 5.6 µM. 220,000 tested, 0.17% active. AID 1416;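 active = inhibition above the mean inhibition of all tested compounds plus 3 SD, set separately per screening campaign, cut at about 2.9% in these data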;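 also: PERK kinase domain activated by AP20187 dimerizer at 100 nM; 0% = DMSO with dimerizer and 100% = rapamycin at 8.4 µM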
Furin inh: inhibitors of human furin; P09958; purified furin, fluorogenic substrate cleavage; inhibition, % at 30 µM; 220,000 tested, 0.061% active; in the data active = inhibition above about 25%; also: inactives centre near -15
Calpain2 inh: blocks pig calpain II enzyme activity | purified calpain II, fluorogenic peptide substrate, 30 min | AID 1236 | 220,000 tested, 0.37% active | inhibition, % at 16 µM;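 active = inhibition above about 50%, limit read from the data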
Thrombin inh: blocks human thrombin protease activity. P00734. 220,000 tested, 0.26% active. alpha-thrombin, Boc-VPR-AMC fluorogenic substrate cleavage. inhibition, % at 5 µM;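 active = inhibition at or above 40%; inactive = inhibition below 40%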;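 also: 0% = enzyme with no compound and 100% = wells without enzyme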
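System – human alpha-thrombin · Medium – pH 7.5 Tris (50 mM) with NaCl 150 mM, Tween 20 0.05% · Compound – single-point dosing at 5 µM, 0.2% DMSO · Incubation – enzyme reaction carried out at room temperature · Technique – fluorescence of released AMC, ex 355 nm, em 460 nm · Read-out basis – % inhibition of thrombin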
FXIa inh 1536: factor XIa (human) inhibition. P03951. purified FXIa, Boc-Glu-Ala-Arg-AMC fluorogenic substrate. inhibition, % at 5 µM. 220,000 tested, 0.14% active. AID 798;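 active = inhibition of at least 40%; inactive = inhibition below 40%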;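 also: fluorescence of freed AMC excited at 355 nm; 0% = enzyme without compound and 100% = no enzyme blank; many of its hits are not listed in these tables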
* marks the source's active call; other numbers are inactive results; i = inactive; nt = no result given; [ ] = dose if it differs, or a comment. An excerpt; count on the stated rates, not on these rows.

SMILES	Rad51 HR inh	KCC2 mod	hK5 inh	FXIIa inh	PERK inhibitor	Furin inh	Calpain2 inh	Thrombin inh	FXIa inh 1536
CCOC(=O)c1ccc(NC(=O)Cn2cc3c(n2)CCC(C)C3)cc1 (centres undefined)	5	2.6	-8	13	1.0	-10	18	-3	5
C=CCn1c(SCc2cccc(F)c2)nc2cc(C(=O)N3CCC(C(N)=O)CC3)ccc2c1=O	-33	-0.98	-10	5	-0.8	-10	-23	-4	3
CCOC(=O)c1ccc(N=C2SC(C(=O)NC)CC(=O)N2CCc2ccccc2)cc1 (centres undefined)	nt	0.23	-2	7	-0.3	-19	-9	-2	0
Cc1ccc(NC(=O)Cn2ccsc2=N)cc1S(=O)(=O)N(C)C	-9	0.067	1	6	0.2	-14	24	-6	0
CC1CCN(S(=O)(=O)c2ccc(Cl)cc2)CC1	4	nt	4	13	1.0	-19	-3	0	2
CC(C)N=C1CC(C)(C)CC(=O)/C1=C(/O)CCCN1C(=O)c2ccccc2C1=O	4	0.037	-20	-5	0.1	-30	8	2	-6
CC(=O)OC(C(=O)NC1CCCCC1)c1ccc(Cl)cc1 (centres undefined)	9	0.017	-2	18	0.0	-9[20 µM]	4	3	7
COc1ccc(N=C2NC(=O)/C(=C\c3ccco3)S2)cc1	-2	-1.6	-18	8	-0.1	-10	-35	-1	-6
COc1ccc(/C=C2/NC(=O)N(CC(=O)Nc3cccc(C)c3)C2=O)cc1O	30	-0.12	-9	8	1.2	-14	16	-1	0
O=C(Cc1cccs1)N/N=C/C(Cl)=C/c1ccccc1	17	0.45	-4	6	0.3	-4	-13	2	-4
COC(=O)c1c(NC(=O)COC(=O)c2ccc(C)s2)sc2c1CCCCC2	-1	1.9	-2	6	-0.1	-12	-17	-4	0
O=C(Nc1ccc(Cl)cc1)C1=Cc2cc(Cl)ccc2OC1	2	-1.8	-4	19	0.5	-7[20 µM]	1	3	10
COc1cccc(C(=O)CSc2nnc(-c3ccco3)n2CC2CCCO2)c1 (centres undefined)	3	nt	-20	12	-1.1	-14	-7	2	3
CN(C)C(=S)Nc1ccc(S(=O)(=O)N2CCCCC2)cc1	0	1.1	1	7	1.3	-23	2	-2	-6
COc1cccc(C2=NN(C(=O)c3ccc(C)o3)C(O)(C(F)(F)F)C2)c1 (centres undefined)	4	0.49	-7	3	1.2	-16	-10	1	-1
Cc1ccc(C2=NN(C(=O)CSc3nc4ncc(Cl)cc4[nH]3)C(c3ccco3)C2)cc1 (centres undefined)	-5	-1	-7	3	-0.1	-18	-87	-8	-4
COc1ccc(CN(CCO)CCO)cc1[N+](=O)[O-]	0	0.22	-22	8	0.6	-27	-2	0	6
CC(C)=CCN1CCNC(=O)C1CC(=O)NCc1nc(C)c(C)s1 (centres undefined)	nt	2	nt	1	1.3	-12	-3	-7	-5
CC1CCN(C(=S)NC(=O)c2cccs2)CC1	0	56*	3	12	0.3	-24	2	-7	-2
CCCCOc1ccc(NC(=O)CSc2cccc3cccnc23)cc1	-3	2	-21	5	0.7	-38	-79	-1	1
CC12CCC(C/C1=N\N=C1\NC(=O)/C(=C\c3ccc(Cl)cc3)S1)C2(C)C (centres undefined)	2	-0.09	-1	6	0.6	-15	-15	-8	1
COc1ccc(C(=O)Nc2cccc(OC(=O)c3ccc(C)c(C)c3)c2)cc1	nt	1	-3	19	0.5	-8[20 µM]	6	-1	0
CCCCN=C1NN=C(c2ccc(C)c(C)c2)CS1	-3	2.3	-7	5	-0.7	-12	-24	-5	-3
Cc1c(C(=O)Nc2ccccc2Cl)oc2ccc(S(=O)(=O)N3CCC4(CC3)OCCO4)cc12	9	-0.48	-10	16	1.0	-12	-80	-1	3
CC(=O)c1ccc2noc(-c3ccc(C)cc3)c2c1	-3	-1.1	0	10	0.2	-13	-375	-6	0
O=C(O)c1ccc(/C=N/NC(=S)NC2CCCCC2)cc1	-5	-0.1	-1	7	1.0	-6	-1	-8	-2
COc1cccc(CN2CCN(C(=O)c3cc(-c4ccccn4)nc4ccc(Cl)cc34)CC2)c1	-16	0.45	-20	-3	0.2	-14	-39	3	-3
Cn1c(=O)c2cc(S(=O)(=O)NC(C(=O)Nc3cccnc3)c3ccccc3)ccc2n(C)c1=O (centres undefined)	9	1.6	-8	7	2.8	-17	11	0	4
Cc1ccccc1C(O)c1ccccn1 (centres undefined)	-5	0.03	11	8	1.2	-19[20 µM]	5	4	3
COc1ccc(S(=O)(=O)N(CC(=O)O)c2ccccn2)cc1	nt	0.34	-12	16	0.2	-22[20 µM]	-43	2	5
c1coc(CNc2ncnc3ccccc23)c1	12	nt	-31	21	-1.0	-22	-3	-3	16
COc1cc(S(=O)(=O)NCc2ccccc2)ccc1F	-11	-0.75	-5	7	1.3	-11[20 µM]	-26	1	3
Cn1c(-c2ccccc2O)cc2ccccc21	3	0.8	-12	14	0.3	-23[20 µM]	-48	-1	10
CN(C)c1nc(NC(C)(C)C)nc(SCC(=O)Nc2ccccc2)n1	4	nt	13	1	0.8	-18	29	-5	-2
Cc1ccc(C)c(Cn2c(=O)c3c(nc4n3CCN4Cc3ccco3)n(C)c2=O)c1	5	-0.044	-17	11	-0.2	-22	-33	0	0
CN(Cc1ccccc1)c1nc2c(c(=O)[nH]c(=O)n2C)n1CCOc1ccccc1	2	nt	-2	-5	-0.4	-7	-7	-8	-8
CN(C(=O)COC(=O)c1ccc[nH]c1=O)C1CCCCC1	15	0.13	6	6	0.2	-20	-10	-2	2
O=C(O)c1cc(-c2ccc(/C=N/N3C(=O)C4C5C=CC(C6CC56)C4C3=O)o2)ccc1Cl (centres undefined)	9	0.95	-1	11	0.6	17	7	0	5
O=C1NC2(CCCCC2)C(=O)N1CCS(=O)(=O)Oc1ccc(Br)cc1	-3	-0.84	-6	1	-0.2	-14	19	-9	7
O=C1[C@H]2[C@H](ON3CCCC[C@H]23)C(=O)N1c1ccc(Cl)cc1	6	nt	-5	7	0.8	-32	7	1	7
NC(=O)C1CCN(C(=O)c2ccco2)CC1	-3	nt	6	18	0.7	7[20 µM]	-12	0	7
Cc1ccc(C(=O)NC(=S)Nc2cccc(NC(=O)c3ccccc3)c2)cc1[N+](=O)[O-]	6	1.4	-18	2	-0.5	-16	-44	-6	-3
O=C(Nc1cccc(C(F)(F)F)c1)Nc1ccc(N2CCCC2)c(S(=O)(=O)Nc2ccccc2Cl)c1	-8	0.98	-10	5	-0.6	-11	9	-5	5
Cc1c(C(=O)NN)nn(-c2ccc(Cl)cc2)c(=O)c1C#N	2	0.055	-9	-9	-0.1	-11	-19	-8	-5
COc1ccc(Nc2nc(N3CCN(C)CC3)nc3ccccc23)c(OC)c1	3	1.6	5	8	0.9	-19	30	1	0
Cn1cccc1/C=C1\CC(C(C)(C)C)C/C(=C\c2cccn2C)C1=O (centres undefined)	-100	i	-19	12	0.2	-11[20 µM]	-22	0	15
O=[N+]([O-])c1nn(-c2ccc3c(c2)OCCO3)n(O)c1=NC1CCCC1	1	nt	6	14	-0.4	-15[20 µM]	-10	1	3
O=C(NCC(=O)N(c1ccccc1)C(C(=O)NC1CCCC1)c1ccncc1)c1ccco1 (centres undefined)	8	-0.48	nt	nt	0.3	-21[20 µM]	nt	nt	nt
COc1ccc(Cc2nc(-c3ccc(Cl)cc3)no2)cc1	2	-0.67	-7	14	0.4	-10[20 µM]	0	2	6
COc1cccc(OC)c1OCCNCCO	5	0.87	-9	14	-0.4	-13	-10	7	4
Cc1cc(NC(=O)c2ccc(C#N)cc2)n(-c2ccccn2)n1	-37	0.26	-7	7	0.4	-9	15	-11	-1
CCn1c(SCC(=O)Nc2nc3c(s2)CCCC3)nnc1-c1ccccc1	-1	nt	8	-4	-0.6	-12	16	-1	-5
Cc1cccc(N2CCN(C(=O)c3cc4c(=O)n(C)c5ccccc5c4n3C)CC2)c1C	-5	nt	13	3	-0.8	-37	-7	-5	1
Cc1cc(C)n(CCOc2ccc(Cl)cc2Cl)n1	-3	nt	-17	13	-0.4	-12	19	-2	9
O=C(OCC(=O)N1CCCC1)c1ccccc1OCc1ccccc1	-6	0.19	-12	7	-1.7	-13[20 µM]	-4	3	3
CC1(C)C(=O)CC[C@]2(C)C3C(=O)C=C4[C@H]5C[C@@](C)(C(=O)O)CC[C@]5(C)CC[C@]4(C)[C@]3(C)CC[C@@H]12 (some centres undefined)	5	-0.5	-1	5	nt	-19	-19	-3	-2
Cc1ccc(OCC(=O)N2CCN(c3nnc(-c4ccc(C)cc4)c4ccccc34)CC2)cc1	5	-1.6	-24	-4	-1.0	-12[20 µM]	7	-8	3
CCOC(=O)c1nnn(-c2nonc2N)c1COc1c(C=O)cccc1OC	6	-0.39	-2	8	-0.3	-18[20 µM]	-46	-3	-1
O=S(=O)(c1cccs1)N1CN(Cc2ccco2)c2nc3ccccc3nc21	-181	-0.3	8	32	-0.3	0	10	14	-6
O=C(O)CCNC1C=CS(=O)(=O)C1 (centres undefined)	7	-0.0032	-4	0	2.2	-24	-3	-11	-3

Quoted from the results shown, 2 compounds:
SMILES	Rad51 HR inh	KCC2 mod	hK5 inh	FXIIa inh	PERK inhibitor	Furin inh	Calpain2 inh	Thrombin inh	FXIa inh 1536
COc1cccc(OC)c1OCCNCCO	5	0.87	-9	14	-0.4	-13	-10	7	4
Cc1cc(NC(=O)c2ccc(C#N)cc2)n(-c2ccccn2)n1	-37	0.26	-7	7	0.4	-9	15	-11	-1

Next entries:
SMILES	Rad51 HR inh	KCC2 mod	hK5 inh	FXIIa inh	PERK inhibitor	Furin inh	Calpain2 inh	Thrombin inh	FXIa inh 1536
CC1(CCc2ccccc2)NC(=O)N(Cc2nnc(-c3ccccc3Br)o2)C1=O (centres undefined)	0	nt	-9	14	-0.8	-9	-33	2	5
CCCC(=O)Nc1nc2ccc(NC(=O)c3c(F)c(F)c(OC)c(F)c3F)cc2s1	6	0.29	-3	2	-0.5	-15	-12	-19	-5
COC(=O)C1C(=O)C=C(Nc2ccc(F)cc2F)CC1c1ccc(OC)cc1 (centres undefined)	-5	-1.1	-8	2	-0.7	-17	19	-8	-11
COc1ccc(N(CC(=O)NC2CCCCC2)S(=O)(=O)c2cccnc2)cc1	0	-0.47	-30	13	0.0	0	-2	-4	2
CCOC(=O)c1cncc(C#CCOC(=O)Nc2ccc(OC(F)(F)F)cc2)c1	8	nt	-2	9	0.1	-10	28	-3	1
CC(=O)c1ccc(N2CCN(c3ccc(C(F)(F)F)cn3)CC2)cc1	-6	0.014	-4	4	0.3	-5	-7	1	14
Cn1c(COc2ccccc2)nnc1SCC(=O)NCc1ccccc1	-2	0.29	-2	9	1.5	-19	-26	-7	-1
CC1(C)CC(=O)C/C(=N\NC(=O)Cc2ccccc2)C1	9	-0.71	-12	4	1.1	-28	-12	-6	6
Cc1cc(C)n(-c2ccc(F)cc2)c(=O)c1C#N	-1	1.3	0	5	1.5	-33	-19	-9	-1
CC(C)c1ccccc1NC(=O)c1cccc(NC(=O)c2ccccc2)c1	5	0.44	-11	4	-0.9	-24[20 µM]	18	0	5
CC(Sc1ncnc2ccccc12)C(=O)Nc1ccc2c(c1)OCO2 (centres undefined)	-11	-0.015	32	0	-0.6	-10[20 µM]	10	-4	-6
O=C(COc1cc(O)c2c(=O)cc(-c3ccccc3)oc2c1)c1ccccc1	5	1.2	-7	17	-0.2	-5[20 µM]	-13	2	10
